Source: PubChem (The Scripps Research Institute Molecular Screening Center)
FBW7 activator = FBW7 E3 ligase activators, primary screen, biochemical, AlphaScreen, human | normalized activity (activation), % at 26.1 µM | F-box/WD repeat-containing protein 7 (Homo sapiens), Q969H0 | AlphaScreen FBW7–phospho-cyclin E peptide binding, activator screen | 650,000 tested, 0.13% active; in the data active = normalized activity above about 1.9%;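 note: purified mutant Fbw7 with reduced substrate affinity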
Target sequence (Q969H0 whole entry, looked up): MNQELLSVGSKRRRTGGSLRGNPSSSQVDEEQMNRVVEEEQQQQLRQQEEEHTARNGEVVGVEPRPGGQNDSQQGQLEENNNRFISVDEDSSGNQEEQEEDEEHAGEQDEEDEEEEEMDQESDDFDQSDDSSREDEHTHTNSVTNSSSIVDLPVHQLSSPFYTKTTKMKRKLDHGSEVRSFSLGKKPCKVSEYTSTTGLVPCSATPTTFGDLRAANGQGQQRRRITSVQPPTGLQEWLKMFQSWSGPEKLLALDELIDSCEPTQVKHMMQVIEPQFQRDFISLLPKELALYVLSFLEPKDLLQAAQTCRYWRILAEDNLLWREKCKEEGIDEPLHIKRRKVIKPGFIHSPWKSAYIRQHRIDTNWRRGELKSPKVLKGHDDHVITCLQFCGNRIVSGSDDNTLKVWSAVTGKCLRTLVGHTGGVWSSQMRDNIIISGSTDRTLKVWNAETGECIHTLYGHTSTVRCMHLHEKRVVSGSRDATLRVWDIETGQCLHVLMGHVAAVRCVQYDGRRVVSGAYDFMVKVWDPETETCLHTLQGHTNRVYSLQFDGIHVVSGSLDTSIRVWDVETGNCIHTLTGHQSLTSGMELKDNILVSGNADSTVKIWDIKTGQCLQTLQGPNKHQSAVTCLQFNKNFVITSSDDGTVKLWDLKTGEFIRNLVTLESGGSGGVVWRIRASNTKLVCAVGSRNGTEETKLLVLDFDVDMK
GPR151 activ = activators of human GPR151, primary screen, cell-based, PathHunter beta-arrestin, luminescence | G-protein coupled receptor 151 (Homo sapiens), Q8TDV0 | 650,000 tested, 1% active | activation, % at 11.2 µM | AID 1508602, 2020 | PathHunter beta-arrestin GPR151 cells; in the data active = activation above about 4.9%;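 note: 0% = median of compound wells and 100% = cells with positive control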
MITF inh = MITF inhibitors, primary screen, biochemical, AlphaScreen, human; AID 1259374, 2018; AlphaScreen MITF homodimerization, bead proximity signal; inhibition, % at 2.6 µM; 650,000 tested, 0.91% active; Microphthalmia-associated transcription factor (Homo sapiens), O75030; in the data active = inhibition above about 50%;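 note: 0% = vehicle wells with protein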
TEAD-YAP block = TEAD-YAP interaction inhibition, primary screen, TEAD-YAP interaction inhibitor project, luminescence, HEK-TIYL cells | inhibition, % at 9.12 µM | TEAD-Gal4/YAP UAS-luciferase luminescence | 640,000 tested, 1.4% active; in the data active = inhibition above about 32%;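 note: 0% = median of test compound wells and 100% = reference inhibitor wells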
Active calls of the source: *; / = not tested or not shown. This is a random part of the collection; overall some 3.4% were active at least once.

# | SMILES | FBW7 activator | GPR151 activ
1 | Cn1cc(CN2CCC(n3nccc3NC(=O)Cc3ccccc3)CC2)cn1 | 0.0 | -0.5
2 | OC(CN1CCc2ccccc2C1)c1ccccc1 (stereo not drawn) | 0.3 | -1.0
3 | O=C(NCCO)c1cccc(-c2cncc(-c3cccc(CO)c3)n2)c1 | -0.1 | -0.6
4 | Cc1ccc(C(=O)N/C(=C\c2ccc(-c3ccc(Br)cc3)o2)C(=O)NCc2ccccc2)cc1 | 0.0 | -1.8
5 | O=C(CCCO)N/N=C/c1ccc2c(c1)OCO2 | 0.6 | -1.9
6 | O=c1oc2ccccc2cc1-c1nc(-c2ccc([N+](=O)[O-])cc2)n[nH]1 | 0.0 | 0.5
7 | CCNc1nc(NCc2cccc(C(F)(F)F)c2)c2ncn(C3CCCCC3)c2n1 | -0.1 | 2.1
8 | CO[C@@H]1COC(=O)CCC[C@@H](C)[C@H](OC)COC(=O)[C@H](C)NC(=O)C/C=C/[C@H]1C | 0.0 | 1.1
9 | Cc1nnc2sc(-c3ccc(NC(=O)c4ccc(OC(C)C)cc4)cc3)nn12 | -0.3 | 1.3
10 | CCCN(CCC)S(=O)(=O)CCNC(=O)c1cccc(OC)c1 | 0.0 | 1.3
11 | CCOc1ccc(NC(=O)C2C3/C=C\CCCCC32)cc1 (stereo not drawn) | 0.8 | -1.0
12 | CSc1ccccc1C(=O)Nc1cccc([N+](=O)[O-])c1 | -0.2 | -0.4
13 | CC(C)NC(=O)CN(Cc1ccccc1)S(=O)(=O)c1ccccc1 | 0.1 | -0.7
14 | CCOC(=O)c1ccc(NC(=S)N2CCCC(C(=O)OCC)C2)cc1 (stereo not drawn) | -0.3 | 0.7
15 | COC(=O)C(=O)CC(=O)c1ccc(Cl)cc1Cl | -0.1 | 2.4

# | MITF inh | TEAD-YAP block
1 | 0 | 5
2 | 37 | 3
3 | -12 | -2
4 | 5 | 5
5 | 9 | -10
6 | 2 | 9
7 | 4 | 8
8 | 4 | /
9 | -3 | 6
10 | -6 | 8
11 | 3 | -14
12 | 2 | 3
13 | 9 | -1
14 | -6 | -6
15 | -1 | -2

Taken from above:
Cc1ccc(C(=O)N/C(=C\c2ccc(-c3ccc(Br)cc3)o2)C(=O)NCc2ccccc2)cc1 in GPR151 activ → -1.8
CSc1ccccc1C(=O)Nc1cccc([N+](=O)[O-])c1 in FBW7 activator → -0.2
CC(C)NC(=O)CN(Cc1ccccc1)S(=O)(=O)c1ccccc1 in MITF inh → 9
Cn1cc(CN2CCC(n3nccc3NC(=O)Cc3ccccc3)CC2)cn1 in GPR151 activ → -0.5
COC(=O)C(=O)CC(=O)c1ccc(Cl)cc1Cl in GPR151 activ → 2.4

The listing continues.
# | SMILES | FBW7 activator | GPR151 activ
16 | CCOC(=O)C1=C(C)NC2=C(C(=O)C(C(=O)OC)C(C)C2)C1c1ccc([N+](=O)[O-])cc1 (stereo not drawn) | -0.1 | 0.7
17 | COc1ccc(C(C)=O)cc1CC1(c2ccc3c(c2)OCO3)C(=O)Nc2ccccc21 (stereo not drawn) | -0.4 | 0.7
18 | CCC(C)Sc1nnc(Cn2c(=O)sc3ccccc32)n1-c1ccc(OC)cc1 (stereo not drawn) | -0.2 | 0.5
19 | COc1ccc(/C=C/C(=O)Nc2ccc(Cl)cc2)cc1OC | -0.2 | 0.7
20 | COCCn1c(SCC(=O)N2CCCc3ccccc32)nnc1-c1ccc(OC)cc1 | 0.1 | 0.1
21 | CC(C)CN1C(=O)C(C)(C)COc2ccc(NS(=O)(=O)Cc3ccccc3)cc21 | 0.4 | 1.9
22 | O=C(N/N=C/c1ccco1)C1CCN(S(=O)(=O)c2ccccc2)CC1 | 0.0 | 0.3
23 | CCOc1ccc(C(Nc2ccc([N+](=O)[O-])cc2)P2(=O)OCCCO2)cc1 (stereo not drawn) | 0.1 | 0.3
24 | COc1cc(OC)cc(C(=O)OCC(=O)Nc2ccccc2C#N)c1 | 0.1 | 0.8
25 | Cc1ccccc1CSc1nc2c(=O)n(C)c(=O)n(C)c2n1C | -0.1 | -1.4
26 | C=CCn1c(SCC(=O)NCCc2ccccc2)nc2cc(C(=O)NCC3CCCO3)ccc2c1=O (stereo not drawn) | 0.4 | -1.6
27 | CC1(C)CC(=O)C(/C=N/C(N)=O)=C(O)C1 | -0.1 | 0.8
28 | CCN(CC)C(=O)c1sc(NC(=O)/C=C/C(=O)O)c(C(=O)OC(C)C)c1C | 0.1 | 0.0
29 | COc1ccc(-c2nn(-c3ccccc3)cc2C(=O)OCc2ccccc2)cc1 | 0.0 | 1.1
30 | COc1ccc(OC)c(CN2CCC(N3CCCC(C)C3)CC2)c1 (stereo not drawn) | -0.2 | 1.9

# | MITF inh | TEAD-YAP block
16 | 8 | 0
17 | -4 | 12
18 | -3 | 4
19 | -1 | -23
20 | 0 | 0
21 | -2 | 0
22 | 5 | -3
23 | -11 | 5
24 | 5 | -2
25 | -12 | 5
26 | 9 | 23
27 | 6 | 7
28 | 6 | 9
29 | 4 | -8
30 | 51* | 1

Further compounds follow:
# | SMILES | FBW7 activator | GPR151 activ
31 | COc1ccc(C(=O)Oc2ccc3c(c2)C(C)=CC(C)(C)N3C(=O)c2ccc(OC)cc2)cc1 | -0.1 | -0.1
32 | O=C(NC1CCN(Cc2ccccc2)CC1)c1cccc(Nc2ccccc2)n1 | -0.1 | 0.2
33 | COc1ccc(NC(=O)Nc2cc(F)ccc2C)cc1 | -0.2 | 0.0
34 | Nc1ncc(Br)cc1S(=O)(=O)NC1CCCCC1 | -0.2 | -0.9
35 | COc1ccc(OCC(O)Cn2c(N3CCN(C)CC3)nc3c2c(=O)[nH]c(=O)n3C)cc1 (stereo not drawn) | 0.3 | -0.3
36 | O=C(NCCN1C(=O)S/C(=C\c2cccs2)C1=O)c1c(F)cccc1F | -0.1 | 1.0
37 | Cc1nnc2ccc(OCC(=O)O)nn12 | 0.3 | -0.8
38 | Cc1cc2nn(-c3ccc(Cl)cc3)nc2cc1NC(=O)c1ccc(C)c([N+](=O)[O-])c1 | 0.0 | -1.4
39 | CCOc1cccc(CN2CCOc3ccc(C4(O)CCN(C)CC4)cc3C2)c1 | -0.2 | 0.2
40 | Cc1cc(C)n(CCCNc2ccc([N+](=O)[O-])cc2C#N)n1 | -0.3 | 0.5
41 | CC(C)c1ccc(Nc2nc(Cl)nc(NC3CCCC3)n2)cc1 | 0.1 | 0.1
42 | Cc1ccc2c(c1)C(=Nc1ccc(I)cc1)C(=O)N2 | 2.1* | -0.8
43 | O=C(CN1C(=O)/C(=C/c2ccccc2F)Oc2ccccc21)NCCCN1CCOCC1 | 0.2 | -0.9
44 | Cc1ccc(CN2CCN3C(=O)[C@H](CC(C)C)NC(=O)[C@H]3C2)cc1 | 1.0 | -0.7
45 | COc1ccc(Cl)cc1NC(=O)c1sc2nc(-c3ccncc3)ccc2c1N | 0.1 | 0.5

# | MITF inh | TEAD-YAP block
31 | 9 | 7
32 | 5 | -11
33 | -18 | 13
34 | -2 | 3
35 | 8 | 6
36 | -2 | -6
37 | 10 | 14
38 | 14 | 5
39 | -3 | -4
40 | -6 | 5
41 | 2 | 15
42 | 21 | -9
43 | -25 | 10
44 | 4 | -7
45 | 15 | -6

Next part:
# | SMILES | FBW7 activator | GPR151 activ
46 | CC(C)c1ccc(N=c2c([N+](=O)[O-])nn(-c3ccccc3)n2O)cc1 | -0.3 | 3.2
47 | Cc1ccc(NC(=O)c2snc3c(=O)[nH]cnc23)cc1 | 0.0 | -1.0
48 | Cc1ccc(C(=O)O)cc1N1C(=O)c2ccc(C(=O)O)cc2C1=O | 0.1 | -0.1
49 | O=C(/C=C/c1cccc([N+](=O)[O-])c1)Nc1ccccc1O | -0.1 | -1.1
50 | Cc1cccc(C)c1NC(=O)NC1(C(=O)NCCCN2CCCC2=O)CCCCC1 | -0.3 | 0.0
51 | CCOC(=O)c1sc(N/N=C/c2ccc(Br)cc2)nc1C | 0.1 | -0.3
52 | CCN1CCN(C(=O)CCS(=O)(=O)c2cc3c(cc2Cl)NC(=O)CO3)CC1 | -0.1 | -0.8
53 | CCS(=O)(=O)n1nc(-c2ccccc2OC)cc1N | 0.0 | 0.7
54 | O=C(c1ccccc1)c1cnc2ccccc2c1C(=O)O | -0.1 | -0.1
55 | COc1ccccc1OCCCCNC(C)(C)C | 1.2 | 3.3
56 | CCC[N+]1(Cc2ccccc2)C2=C(CN(C)CC2)c2ccccc21 (stereo not drawn) | 0.0 | -1.2
57 | Cc1ccc(C(=O)[C@H]2[C@H](c3ccccc3F)C(C#N)(C#N)[C@@H]3c4ccccc4C=CN32)cc1 | 0.1 | -1.4
58 | COc1ccc(CCN(C(=O)/C=C/C(=O)O)C2CC(=O)N(c3ccc(F)cc3)C2=O)cc1 (stereo not drawn) | 0.1 | 0.0
59 | Cc1cc(C)c(C)c(S(=O)(=O)NCc2ccc(S(N)(=O)=O)cc2)c1C | 0.0 | 0.5
60 | C=Cc1ccc(Cn2c(C(=O)O)c(CNCc3ccccc3Cl)c3ccccc32)cc1 | 0.1 | -0.5

# | MITF inh | TEAD-YAP block
46 | 21 | 10
47 | 6 | 1
48 | 8 | 3
49 | -3 | -70
50 | 1 | -6
51 | 0 | 5
52 | 4 | 7
53 | 0 | -14
54 | 3 | -4
55 | 20 | -8
56 | 5 | -2
57 | 7 | -25
58 | 7 | 1
59 | -2 | -2
60 | 6 | 10

The listing continues:
# | SMILES | FBW7 activator | GPR151 activ
61 | CCCCCCOC(=O)c1ccc(N)cc1 | 1.0 | -1.6
62 | COc1ccc(CCNC(=O)Cn2cc3c(n2)CCCCCC3)cc1OC | -0.1 | 0.8
63 | O=C(c1sccc1Cl)N1CCCC(N2CCC(CO)CC2)C1 (stereo not drawn) | 0.2 | 3.5
64 | Cc1ccc2c3c(ccc2n1)NC1=C(C(=O)CCC1)C3c1ccc(Cl)cc1 (stereo not drawn) | 0.4 | 0.0
65 | COC(=O)c1ccc(C(=O)OC)c2c(C(=O)OC)c(Cl)cc(C(=O)OC)c12 | -0.1 | -1.2
66 | Cc1cnc(-c2cccc(N)c2)nc1NCCCN1CCCC1=O | 0.0 | -1.2
67 | O=C(OCc1cccc([N+](=O)[O-])c1)c1cccc(Cl)c1 | 0.1 | 1.5
68 | Fc1ccccc1C1C=C(c2ccc(Cl)cc2)Nc2ncnn21 (stereo not drawn) | 0.1 | 0.3
69 | CCOC(CNC(=O)c1ccc2c(c1)ncn2-c1cccc(C)c1)OCC | -0.1 | 0.2
70 | COc1ccc(Oc2coc3cc(OCC(=O)NC4CCCCC4)ccc3c2=O)cc1 | -0.1 | 0.3
71 | CCOc1ccc(-c2cc(N)n(S(=O)(=O)c3ccc(OC)cc3)n2)cc1 | -0.1 | 0.4
72 | CC(=O)CCN(CCC(C)=O)CC1COc2ccccc2O1 (stereo not drawn) | 0.1 | 1.0
73 | COc1ccc(OC)c(NC(=S)N2CCCCC2c2cccnc2)c1 (stereo not drawn) | -0.1 | -0.3
74 | CCC(=O)Nc1ccc(C(=O)OCC(=O)c2ccc([N+](=O)[O-])cc2)cc1 | 1.1 | -0.8
75 | COC(=O)CCC(=O)COc1ccccc1C#N | 0.0 | -0.7

# | MITF inh | TEAD-YAP block
61 | 9 | -32
62 | 6 | 1
63 | 7 | 7
64 | -8 | 6
65 | 1 | -4
66 | 3 | 4
67 | -2 | 2
68 | 14 | 9
69 | -3 | -10
70 | 1 | 0
71 | -1 | 9
72 | 5 | -9
73 | 0 | 4
74 | 21 | 3
75 | 7 | -34

Some of the entries so far, with each value named:
(73) COc1ccc(OC)c(NC(=S)N2CCCCC2c2cccnc2)c1 (stereo not drawn)
  FBW7 activator: -0.1	GPR151 activ: -0.3	MITF inh: 0	TEAD-YAP block: 4

(74) CCC(=O)Nc1ccc(C(=O)OCC(=O)c2ccc([N+](=O)[O-])cc2)cc1
  FBW7 activator: 1.1	GPR151 activ: -0.8	MITF inh: 21	TEAD-YAP block: 3

(cont.)
# | SMILES | FBW7 activator | GPR151 activ
76 | O=C(CCc1nc2ccccc2[nH]1)N1CCc2ccccc2C1 | -0.1 | 0.1
77 | CC(=O)Nc1cccc(-c2nnc(SCC(=O)c3ccc4ccccc4c3)n2C)c1 | -0.1 | 3.2
78 | CN1C(=O)/C(=c2\sc3n(c2=O)NC2(c4ccccc4)N(C)C(=O)N(C)C2(c2ccccc2)N=3)c2ccccc21 (stereo not drawn) | 0.1 | -0.2
79 | COc1cccc(NC(=O)C(=O)N/N=C/c2cc(OC)ccc2OC)c1 | -0.1 | -0.8
80 | CCCC(C)NC(=O)c1ccc(N(C)C)cc1 (stereo not drawn) | 0.1 | -0.1
81 | O=C(OC1CCCN2CCCCC12)C1(c2ccccc2)CCCC1 (stereo not drawn) | -0.1 | -0.9
82 | COc1cc(OC)c(-c2n(C)c3ccccc3[n+]2C)cc1OC | 0.3 | 0.8
83 | Cc1ccc(NC(=O)COC(=O)c2nc3nc(C)cc(C)n3n2)c(Br)c1 | -0.2 | -0.5
84 | Cc1ccc(Cl)c(OCC(=O)NCc2cccs2)c1 | 0.0 | -0.2

# | MITF inh | TEAD-YAP block
76 | -1 | -11
77 | -2 | -11
78 | -5 | 5
79 | -9 | -20
80 | -7 | -26
81 | 7 | 2
82 | 13 | 13
83 | -5 | 5
84 | 17 | -42
